RXFP1 ag – activates the human relaxin receptor RXFP1; Q9HBX9; HEK293T-RXFP1 cAMP TR-FRET, 30 min; response scale: percent of porcine relaxin response, buffer zero; Potency, µM (doses to about 57.5 µM), inactives show at the top dose activation, usual class: activators; 370,000 tested, 0.3% active; note: potency is the fitted concentration of half-maximal effect; % is set by controls: 0 for no effect and ±100 for the full control effect; nearly all actives have a fitted effect of over 60% in size; many of its hits are not listed in these tables
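Agonist response is measured as cAMP accumulation in an RXFP1-transfected HEK293T line under PDE4 inhibition. Values are scaled between buffer-only and 29 nM porcine relaxin, and EC50s come from standard Hill equation fits.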
D1 potentiator – human D1 dopamine receptor positive modulation; 360,000 tested, 0.036% active; HEK293 TREx D1 cells, calcium flux, dopamine EC20 potentiation; potentiation, % at 10 µM; AID 504651; P21728; in the data active = potentiation above about 30%; note: 0% is about no effect
Vif-A3G inh – blocks the Vif interaction with human APOBEC3G. 410,000 tested, 0.076% active. AID 602310. HeLa A3G-eYFP + Vif (tagged APOBEC3G with the HIV-1 protein that degrades it), YFP fluorescence, overnight. Q9HC16. Potency, µM (titrated, usually from 46.1 µM), inactives show at the highest dose activity, negative = active, hits mostly inhibitors;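 note: potency is the fitted concentration of half-maximal effect; % is set by controls: 0 for no effect and ±100 for the full control effect; nearly all actives have a fitted effect of over 60% in size; hits raise eYFP signal because A3G escapes Vif-driven loss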
Target sequence (Q9HC16 whole entry, looked up): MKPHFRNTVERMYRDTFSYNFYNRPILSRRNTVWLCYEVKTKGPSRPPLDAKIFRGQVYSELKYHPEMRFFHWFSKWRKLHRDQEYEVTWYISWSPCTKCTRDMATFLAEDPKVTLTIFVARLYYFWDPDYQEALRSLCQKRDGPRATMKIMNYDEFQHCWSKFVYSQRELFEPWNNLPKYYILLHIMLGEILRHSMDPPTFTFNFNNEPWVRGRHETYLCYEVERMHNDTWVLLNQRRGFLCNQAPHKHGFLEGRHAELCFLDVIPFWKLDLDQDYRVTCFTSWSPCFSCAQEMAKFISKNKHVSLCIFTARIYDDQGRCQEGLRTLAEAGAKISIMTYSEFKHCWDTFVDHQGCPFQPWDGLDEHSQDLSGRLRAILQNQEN
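HeLa cells stably expressing Vif and C-terminally eYFP-tagged A3G, seeded overnight at 37 deg C, then exposed to compound by pintool overnight at 37 deg C. Rise in yellow fluorescence (Ex 488/Em 500-530, Acumen) marks blocked Vif-driven A3G degradation.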
D1 antag – antagonists of human D1 dopamine receptor | P21728 | HEK293 TREx D1 cells, calcium flux, dopamine EC80; hits give low values | activity change, negative = inhibition, % at 10 µM | 360,000 tested, 3.2% active; in the data active = activity change below about -30%; note: % is set by controls: 0 for no effect and ±100 for the full control effect
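Tetracycline-induced HEK293 T-REx cells with force-coupled D1 receptor were loaded with a no-wash calcium dye. Compound was added after a 10 s baseline and read kinetically for 180 s; EC80 dopamine was then added and calcium flux followed another 180 s.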
RXFP1 antag – RXFP1 (human) relaxin receptor antagonism | Q9HBX9 | HEK293-RXFP1, relaxin-stimulated cAMP HTRF, 30 min; hits give low values | AID 1259400 | activity change, negative = inhibition, % at 57.5 µM | 350,000 tested, 0.59% active;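 active = activity change of -60% or lower, but not beyond a set lower limit; inconclusive = change between -60% and -40%, or beyond the set limit; inactive = change above -40%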; note: % is set by controls: 0 for no effect and ±100 for the full control effect
D1 ag – activates the human D1 dopamine receptor; AID 504660; activation, % at 2 µM; 360,000 tested, 1% active; HEK293 T-REx D1 cells, calcium flux, agonist mode; in the data active = activation above about 30%; note: 0% is about no effect
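Agonism was scored from calcium flux recorded over 180 s (1 read/s) after pintool compound addition, following a 10-cycle baseline. Cells were inducible force-coupled HEK293 TREx D1, plated overnight at 30 C and loaded with no-wash calcium dye.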
Glioma ERSR ind – induces the endoplasmic reticulum stress response in human glioma cells. 420,000 tested, 0.02% active. U87-MG GRP78 promoter luciferase reporter, 16 h. Potency, µM, for the others: at the highest dose activation, usual class: activators. AID 602332; note: potency is the fitted concentration of half-maximal effect; series mostly up to about 76 µM; % of control where 0% means no effect; nearly all actives have a fitted effect of over 35% in size
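Stably transfected U87-MG human glioma cells carrying a GRP78-based luminescent sensor were seeded at 1000 cells/well, pin-dosed with compounds and incubated 16 h. Luciferase reagent was then added, and end-point luminescence was read after 10 min at room temperature.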
Vif-APOBEC3F blk – blocks the Vif interaction with APOBEC3F; 390,000 tested, 0.2% active; HeLa A3F-eYFP + Vif (tagged APOBEC3F with the HIV-1 protein that degrades it), YFP fluorescence increase; Potency, µM (titrated, usually from 46.1 µM), for inactives: at the highest dose activity, negative = active; AID 602313; note: potency is the fitted concentration of half-maximal effect; % of control where 0% means no effect; nearly all actives have a fitted effect of over 65% in size
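HeLa cells stably expressing A3F-eYFP plus Vif, plated and incubated overnight at 37 deg C, then exposed to compounds overnight at 37 deg C. Blocked degradation read as raised yellow fluorescence (Ex 488/Em 500-530).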
D2 PAM – D2 dopamine receptor (human) potentiation. potentiation, % at 10 µM. 340,000 tested, 0.34% active. HEK293 T-REx D2, calcium flux, EC20 dopamine potentiation. AID 485347. P14416;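 active = potentiation over 3 SD above the plate norm, cut at about 30% in these data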; note: 0% is about no effect
Target sequence (P14416 whole entry, looked up): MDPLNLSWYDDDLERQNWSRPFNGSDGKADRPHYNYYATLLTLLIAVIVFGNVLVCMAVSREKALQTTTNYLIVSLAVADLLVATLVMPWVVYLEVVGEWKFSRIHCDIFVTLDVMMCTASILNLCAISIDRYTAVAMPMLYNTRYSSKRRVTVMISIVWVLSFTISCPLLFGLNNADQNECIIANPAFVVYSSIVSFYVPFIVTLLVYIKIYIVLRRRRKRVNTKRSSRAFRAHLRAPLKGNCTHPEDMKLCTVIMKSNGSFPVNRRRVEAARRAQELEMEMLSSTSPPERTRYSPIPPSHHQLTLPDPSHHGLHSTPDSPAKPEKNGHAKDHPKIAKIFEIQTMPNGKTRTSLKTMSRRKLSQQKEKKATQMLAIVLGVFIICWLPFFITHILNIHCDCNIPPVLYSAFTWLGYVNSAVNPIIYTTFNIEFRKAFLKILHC
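Tetracycline-induced HEK293 T-REx cells force-coupled to calcium signalling expressed D2; compounds were pin-added after a 10 s baseline, read kinetically 180 s, then an EC20 dopamine challenge followed with a further 180 s calcium read.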
Starred values were filed as active, the others as inactive; u = inconclusive; x = not tested or not shown; & = joins results of further samples. Unless noted, calls come from the whole dose curve; as a rule, active = well fitted curve in the direction sought with a large enough effect; inconclusive = small, poorly fitted or top-dose-only effect, or another doubt; inactive = no such curve, though single readings can be large; an effect the other way counts as inactive or inconclusive. The list is partial. The share of hits here may be higher or lower than overall.

The opening two compounds, to show the layout:
SMILES | RXFP1 ag | D1 potentiator | Vif-A3G inh | D1 antag | RXFP1 antag | D1 ag | Glioma ERSR ind | Vif-APOBEC3F blk | D2 PAM
Cc1ccc(NC(=O)c2cc(=O)[nH]c3ccc(S(=O)(=O)N4CCOCC4)cc23)cc1 | 2.3% | -3 | 1% | -20 | 11 | 4 | -2% | 5% | 7
Cc1nn(C)cc1-c1csc(N)n1 | -3.1% | -1 | -1% | 7 | -9 | 5 | 7% | 1% | -3

Main list, from the first entry:
SMILES | RXFP1 ag | D1 potentiator | Vif-A3G inh | D1 antag | RXFP1 antag | D1 ag | Glioma ERSR ind | Vif-APOBEC3F blk | D2 PAM
Cc1ccc(NC(=O)c2cc(=O)[nH]c3ccc(S(=O)(=O)N4CCOCC4)cc23)cc1 | 2.3% | -3 | 1% | -20 | 11 | 4 | -2% | 5% | 7
Cc1nn(C)cc1-c1csc(N)n1 | -3.1% | -1 | -1% | 7 | -9 | 5 | 7% | 1% | -3
Cc1ccccc1NC(=O)c1cc(S(=O)(=O)N2CCOCC2)cn1C | 1.6% | -7 | 8% | 14 | 6 | 0 | -7% | 0% | -10
N#Cc1c(Nc2ccccc2)c(/C=N/NCCO)c[nH]c1=O | 3.3% | -6 | 1% | -12 | 16 | 2 | -3% | 8% | -1
Cc1ccccc1CNS(=O)(=O)c1ccc2c(c1)OCCO2 | -1.4% | -10 | 1% | -32* | -6 | 20 | -3% | -6% | 1
COc1ccc(C)cc1-n1cnc2cc(C(=O)NC3CCCC3)ccc21 | -0.4% | -7 | -1% | -19 | -15 | 0 | -3% | -1% | 2
COc1ccc(OC)c(CN2CCN(C(=O)c3cc(S(=O)(=O)N4CCOCC4)ccc3C)CC2)c1 | x | x | 8% | x | -3 | x | -3% | 3% | x
Cc1c(C(=O)NC2CCCCC2)oc2c1C(=O)CC(C)(C)C2 | 1.1% | 11 | -1% | -5 | 4 | 4 | -3% | 2% | 18
Cc1cc(F)ccc1Oc1cc(NN2CCCCC2)c([N+](=O)[O-])cc1[N+](=O)[O-] | -0.1% | -1 | -2% | 4 | x | 3 | -4% | 0% | 1
COc1ccc(CCc2ccc3cc(OC)ccc3n2)cc1 | x | x | -1% | x | -19 | x | 6% | 3% | x
Nc1c(C(=O)N/N=C/c2cccnc2)oc2nc(-c3ccccc3)cc(-c3ccco3)c12 | 16% | -10 | -13% | -2 | -21 | 1 | -1% | 10µM* | x
O=C1NCC(=O)N2C(c3ccccc3)c3[nH]c4ccccc4c3C[C@@H]12 (some centres undefined) | -0.3% | 0 | 0% | 1 | 5 | 2 | -4% | 3% | 10
COc1ccc(-c2cc(C)no2)cc1S(=O)(=O)N1CCCN(Cc2ccccc2Cl)C1 | -0.1% | 0 | 5% | -23 | 9 | 3 | -5% | 2% | 1
CSc1nsc(SC)c1CO | -0.9% | 0 | 1% | 1 | 6 | 2 | u | -2% | -2
COc1ccccc1CNC(=O)CS(=O)Cc1nc(-c2ccc(OC)c(OC)c2)oc1C (centres undefined) | 2.1%&-0.4% | -2&0 | -4%&2% | 8&2 | 2&-11 | -1&1 | -4%&-2% | -1%&-12% | 7&10
O=C(NCCc1ccccn1)c1nc(Cn2cc(Br)cn2)no1 | 5.1% | x | 3% | -17 | 5 | 8 | 8% | 13% | -4
COc1ccc(S(=O)(=O)N2CCN(c3ccccn3)CC2)cc1[N+](=O)[O-] | -1.6% | 0 | 1% | -21 | 2 | 2 | -2% | 0% | -4
CC(=O)C1=C(C)NC(C)=C(C(C)=O)C1c1ccc(-c2ccccc2Cl)o1 | -0.3% | 1 | -20% | 9 | -15 | 7 | 1% | -6% | -1
Cn1cc(CNC(=O)c2ccc3nc(Cc4ccccc4F)oc3c2)cn1 | -0.7% | -7 | 1% | 12 | 0 | 11 | 1% | 4% | 1
CCCCC#Cc1ccc(C(=O)NNC(=O)Nc2ccccc2)o1 | -1.1% | 1 | 0% | 13 | -12 | 3 | -4% | 14% | -17
Cc1cc(C)cc(NC(=O)CSc2nnc(NC(=O)C3CC3)s2)c1 | u | -4 | 2% | 6 | -6 | 1 | -4% | -4% | -7
COc1ccc(/C=N/NC(=O)c2ccccc2OCc2ccccc2)c(OC)c1 | 1.4% | -5 | -9% | -1 | u | 0 | -1% | 1% | -20
COc1ccc2c(c1)[C@@H]1[C@H](CO2)[C@H](c2ccccc2)[C@]2(C)C(=O)NCC(=O)N12 | 0.1% | 1 | -3% | x | x | 2 | -2% | -3% | 2
CCCc1cc(=O)oc2cc(OCC(=O)NCCc3c[nH]c4ccc(OC)cc34)ccc12 | 1.4% | -3 | -2% | -20 | x | 1 | 0% | -12% | 8
CCN(CC)S(=O)(=O)c1ccc(C)c(NC(=O)CNc2cccc(S(=O)(=O)N3CCOCC3)c2)c1 | 0.2% | -3 | -5% | -25 | -23 | 2 | -2% | -28% | 9
Cc1cc(N2CCOCC2)nc(SCC(=O)c2ccccc2)n1 | -0.8% | -3 | -4% | 5 | 3 | 0 | 3% | 2% | -4
CCn1c(=O)c([N+](=O)[O-])c(NCCc2ccccc2)c2ccccc21 | 0.4% | -2 | 8% | -52* | -10 | 5 | -4% | 5% | -25
CCOC(=O)C(=Cc1ccc(-n2ccnc2)cc1)C(=O)OCC | -1.0% | -3 | u | -11 | -4 | 5 | -15% | 1% | 21
O=C(CNC(=O)c1ccccc1F)NCCCN1CCCC1=O | 1.2% | -4 | -1% | -21 | -13 | 0 | 1% | 2% | -2
O=C(COc1cccc(Cl)c1)NCC(c1cccs1)N1CCOCC1 (centres undefined) | 2.5% | -6 | 7% | -35* | -3 | 1 | -5% | -1% | x
CCn1nc(C)c(C2C(C#N)=C(N)OC3=C2C(=O)CCC3)c1C (centres undefined) | -0.8% | 0 | 0% | -3 | -6 | 3 | -3% | 0% | 7
Cc1ccc(-c2cc(C(=O)N3CCCc4ccccc43)c3ccccc3n2)cc1 | 0.0% | 6 | 1% | 25 | -3 | 1 | -1% | -3% | -7
CCC(=O)N1CCN(c2ccccc2NC(=O)COc2ccc(C(C)C)cc2)CC1 | 0.5% | -1 | 6% | 7 | -2 | 6 | 0% | 1% | 16
CCOc1cccc(=O)c2c(C)n(Cc3ccco3)c(C)c12 | 2.3% | -3 | 1% | -6 | -6 | 4 | 0% | -7% | x
Cc1ccc(-c2csc3ncn(/N=C/N(C)C)c(=O)c23)o1 | 2.6% | -4 | 0% | -10 | -1 | -1 | -5% | 0% | -4
COc1ccc(N2CCN(C(=O)CNC(=O)Cc3ccc(Cl)cc3)CC2)cc1 | 0.7% | -2 | u | 17 | 0 | 7 | -6% | -6% | 9
CC(=O)Nc1ccc(C(=O)NNC(=O)c2ccc(Cl)cc2)cc1 | -1.0% | -7 | -8% | 15 | -2 | 1 | 1% | -11% | -25
CC(NC(N)=O)C(=O)OCC(=O)c1ccc(-c2ccccc2)cc1 (centres undefined) | 2.4% | -6 | -4% | 5 | x | 7 | -4% | 3% | 3
O=S(=O)(Nc1ccc2c(c1)OCCO2)c1cccc2nsnc12 | -0.5% | 1 | 3% | -7 | 2 | 3 | -6% | -3% | -1
COc1cccc(-c2csc(N3CCN(C(=S)Nc4ccccc4)CC3)n2)c1 | 0.9% | -3 | -1% | -8 | -7 | -1 | 1% | -5% | -12
OC(COCc1ccccc1)Cn1cnc2ccccc21 (centres undefined) | 1.7% | 0 | 0% | 8 | 25 | 7 | 0% | -5% | -2
CC(=O)N1CCc2c(sc3c2c(=O)n(Cc2ccccc2)c(=O)n3Cc2ccc(Cl)cc2)C1 | 0.3% | 3 | -2% | 16 | x | 0 | -3% | -11% | 27
C(=N\Nc1nc2ccccc2[nH]1)/c1ccccn1 | -0.9% | -3 | 1% | 2 | 10 | 2 | -14% | -13% | x
Cn1c(=O)oc2cc(S(=O)(=O)Nc3ccccc3F)ccc21 | 3.1% | -9 | -1% | 5 | 8 | 2 | -4% | 12% | -9
CC1(C)CC(=O)C(C2C3=C(CC(C)(C)CC3=O)Oc3c(Br)cc(Br)cc32)=C(O)C1 (centres undefined) | -0.1% | -6 | -1% | -20 | 0 | 17 | -3% | -9% | 13
CCOC(=O)c1scc(-c2ccccc2)c1S(=O)(=O)Nc1ccccc1F | -1.2% | -7 | 3% | -4 | x | 7 | -2% | -7% | 4
O=C(CNCC1(N2CCOCC2)CCCCC1)Nc1ccc(Cl)cc1 | 0.9% | -3 | 0% | -5 | -13 | 3 | -3% | -14% | -9
CCOc1ccc(NC(=O)c2ccco2)cc1 | -1.5% | 0 | 2% | -10 | -6 | 2 | -6% | -12% | 2
CCOC(=O)c1cc(C)sc1/N=C/C1=C(O)CCCC1=O | 5.3% | -5 | 0% | -10 | -9 | 0 | -3% | -20% | 1
O=C(O/N=C1\CCCc2ccccc21)c1cccs1 | 3.1% | -1 | 1% | 8 | u | 2 | -1% | 2% | 11
O=S(=O)(NCCn1ccc2ccccc21)c1ccccc1 | 2.7% | -5 | 0% | -4 | 6 | -2 | -3% | 0% | -10
Cc1cc(C)c(S(=O)(=O)N2CCCOC2CNC(=O)C(=O)NCc2ccco2)c(C)c1 (centres undefined) | 3.0% | -2 | 0% | 11 | 3 | 0 | -1% | -8% | 11
CC1CCN(c2nc3ccccc3nc2SCC(=O)Nc2ccccc2C(C)C)CC1 | 6.1% | 0 | 3% | 10 | x | 2 | -2% | 0% | 2
O=C(Nc1ccc(S(=O)(=O)NCc2ccccc2)cc1)C1CCCCC1 | 2.2% | -8 | 1% | -16 | 6 | 17 | -4% | -10% | 11
CCN(CC(=O)NCc1cccs1)C(=O)Cc1ccc(C)c(C)c1 | x | x | 1% | x | 0 | x | -5% | -1% | x
O=C(COC(=O)c1ccc(F)cc1F)NCc1ccc2c(c1)OCO2 | x | x | 1% | x | -13 | x | -3% | 4% | x
Cc1n[nH]c(C)c1S(=O)(=O)N1CCN(S(=O)(=O)c2ccccc2C#N)CC1 | -1.4% | -11 | 1% | -4 | -2 | 0 | -2% | 1% | 11
CC1CCN(C(=O)COC(=O)c2cc(=O)[nH]c3ccccc23)CC1 | -0.2% | 3 | -2% | 3 | -3 | 1 | -2% | 0% | -3

Assay outcomes as filed in PubChem BioAssay.
